# Screening results: PubChem, several laboratories
# Keap1-Nrf2 PPI: Keap1-Nrf2 (human) interaction inhibition | Q14145 | inhibition, % at 9.4 µM | 340,000 tested, 0.15% active | Keap1 Kelch-Nrf2 peptide fluorescence polarization, 1536-well; in the data active = inhibition above about 12%; inconclusive = no clear call, values can overlap the other calls; inactive = below about 7.3%;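 note: human Keap1 Kelch domain with fluorescein labeled Nrf2 9mer peptide probe; 0% = neutral control wells and 100% = peptide positive control; higher means more block of Keap1 binding to Nrf2 peptide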
# Target sequence (Q14145 whole entry, looked up, the tested form may be a part): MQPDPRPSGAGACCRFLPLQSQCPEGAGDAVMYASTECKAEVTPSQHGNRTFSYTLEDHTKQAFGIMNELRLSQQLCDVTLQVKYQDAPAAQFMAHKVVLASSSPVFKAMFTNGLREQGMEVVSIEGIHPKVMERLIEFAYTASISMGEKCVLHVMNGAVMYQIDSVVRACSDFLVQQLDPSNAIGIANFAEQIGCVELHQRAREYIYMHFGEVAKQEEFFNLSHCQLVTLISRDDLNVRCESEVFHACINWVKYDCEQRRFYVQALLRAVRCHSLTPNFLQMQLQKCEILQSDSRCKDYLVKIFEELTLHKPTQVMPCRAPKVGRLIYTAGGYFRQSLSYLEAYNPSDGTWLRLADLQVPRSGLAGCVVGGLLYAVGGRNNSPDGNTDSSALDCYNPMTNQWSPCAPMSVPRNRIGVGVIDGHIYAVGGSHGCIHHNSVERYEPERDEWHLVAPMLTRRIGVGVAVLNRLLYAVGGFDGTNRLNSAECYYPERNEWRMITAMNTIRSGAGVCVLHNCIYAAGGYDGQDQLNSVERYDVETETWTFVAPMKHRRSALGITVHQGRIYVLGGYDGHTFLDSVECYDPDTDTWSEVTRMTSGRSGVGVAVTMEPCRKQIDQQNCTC
# Rtt109 HAT inh: blocks Candida albicans Rtt109/Vps75 acetyltransferase activity. purified Rtt109/Vps75, ThioGlo CoA-SH fluorescence, 4 h. inhibition, % at 34.9 µM. 330,000 tested, 0.16% active. AID 540336;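 active = inhibition of at least 50% in every replicate; inconclusive = best replicate reaches 50% inhibition but some replicates fall short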
# Target sequence (Q5AAJ8 whole entry, looked up): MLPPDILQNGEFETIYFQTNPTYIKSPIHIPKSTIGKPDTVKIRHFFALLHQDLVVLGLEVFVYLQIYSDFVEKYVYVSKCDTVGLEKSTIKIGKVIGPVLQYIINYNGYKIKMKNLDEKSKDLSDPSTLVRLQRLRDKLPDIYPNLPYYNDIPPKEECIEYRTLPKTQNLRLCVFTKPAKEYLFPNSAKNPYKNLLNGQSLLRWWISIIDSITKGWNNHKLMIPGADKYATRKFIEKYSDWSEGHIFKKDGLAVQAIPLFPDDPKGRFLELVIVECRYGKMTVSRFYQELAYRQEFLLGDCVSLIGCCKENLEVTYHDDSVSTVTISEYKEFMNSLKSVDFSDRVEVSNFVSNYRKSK
# C-LANA FP: inhibitors of KSHV LANA C-terminal domain DNA binding; inhibition, % at 9 µM; MBP-C-LANA/FAM-LBS DNA binding, fluorescence polarization; 340,000 tested, 0.078% active; AID 504423;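 active = highest replicate inhibition at or above 60% at 9 µM, even if other replicates fall short; inactive = all replicates below 60% inhibition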;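 note: 0% = neutral control wells and 100% = 4 µM acridine orange control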
# cardiac RTF act: increases calcium sensitivity of human cardiac regulated thin filaments; IANBD-labeled TnC RTF fluorescence at EC20 calcium; 0% EC20 calcium, 100% full calcium; activation, % at 7.2 µM; 340,000 tested, 0.24% active;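 active = activation above the mean over all tested compounds plus 3 SD, cut at about 30% in these data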;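 note: rise in fluorescence read as greater calcium sensitivity of cardiac thin filaments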
# SR-BI uptake up: SR-BI HDL lipid transfer activation. 320,000 tested, 0.096% active. CHO ldlA[mSR-BI] cells, DiI-HDL uptake fluorescence, 3 h; 100 = double the neutral-control signal. activation, % at 12.5 µM;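 active = mean replicate activation of at least 60% and every replicate at or above 60%; inconclusive = mean or all-replicate condition met, but not both; inactive = mean below 60% and not all replicates reaching 60%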;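 note: 0% = median plate neutral-control signal and 100% = twice that signal; values of inactives mirror those of a sister screen read the other way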
#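 System: CHO ldlA[mSR-BI] cells / Medium: HEPES-buffered (25 mM, pH 7.4) F12 plus 0.5% BSA / Probe or stimulus: labelled HDL, 10 µg/mL / Doses: single compound concentration, delivered by pin transfer / Schedule: 3 h, 37 °C / Measured by: DiI fluorescence, bottom read / Measure: cell-associated DiI fluorescence as measure of HDL uptake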
# Cardiac RTF inh: cardiac RTF calcium desensitization. 340,000 tested, 0.12% active. IANBD-labeled cardiac RTF, Ca2+ fluorescence. P19429+P45379. inhibition, % at 7.15 µM;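 active = inhibition above the mean inhibition of all tested compounds plus 3 SD, cut at about 17% in these data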;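 note: assay run at fixed EC70 calcium of 1.6 mM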
# CAL PDZ FP-1: blocks peptide binding to human CAL PDZ domain | purified CAL PDZ, TMR-peptide fluorescence polarization, 1 h | 330,000 tested, 0.02% active | inhibition, % at 20 µM | AID 504414 | Q9HD26;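 active = highest replicate inhibition of at least 40%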;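 note: plate controls were DMSO neutral control wells for no effect and unlabeled competitor peptide control wells for full effect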
#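 Material: tagged CAL PDZ protein CerCALP, purified; buffer or medium: sodium phosphate/NaCl buffer pH 7.4 with TCEP, IgG, Thesit; also added: fluorescent TMR peptide probe; schedule: 1 h incubation at room temperature before polarization reading; technique: fluorescence polarization from S- and P-plane intensities, G-factor corrected; control set: unlabelled peptide and DMSO controls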
# PKA-R2B activ: activators of human PKA-R2B complex; P22694+P31323; PKA-R2B holoenzyme dissociation, Cy5-IP20 fluorescence polarization; R2B truncated from residue 108, S112A mutant; 0% DMSO only, 100% 113 µM cGMP; activation, % at 11.4 µM; 340,000 tested, 0.079% active; AID 504700;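 active = activation above a cutoff set at the mean over all compounds plus 3 SD, cut at about 18% in these data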;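 note: higher means more holoenzyme dissociation and a rise in polarization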
# DAGLB inh: blocks human DAGLB lipase activity | Q8NCG7 | HEK293T DAGLB membrane lysate, EnzChek fluorogenic substrate | inhibition, % at 5.17 µM | 340,000 tested, 0.059% active | AID 504411; in the data active = inhibition above about 34%;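 note: 0% = enzyme with vehicle and 100% = wells lacking enzyme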
# CAL PDZ FP-2: blocks peptide binding to the human CAL PDZ domain | Q9HD26 | purified CAL PDZ, TMR-peptide fluorescence polarization, 1 h | inhibition, % at 24.9 µM | 300,000 tested, 0.92% active | AID 602252;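 active = mean inhibition of at least 30% with at least half of replicates also reaching 30%; inconclusive = no clear call, values can overlap the other calls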;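 note: 0% = DMSO neutral control and 100% = excess unlabeled competitor peptide PRC23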
# Starred values were filed as active, the others as inactive; ? = inconclusive; · = not tested or not shown; & = joins results of further samples.
# Every second line gives: Keap1-Nrf2 PPI	Rtt109 HAT inh	C-LANA FP	cardiac RTF act	SR-BI uptake up	Cardiac RTF inh	CAL PDZ FP-1	PKA-R2B activ	DAGLB inh	CAL PDZ FP-2
N#C/C(=C\c1ccco1)C(=O)Nc1cccc2ncccc12
 : -5.2	·	-0.7	1.3	4.3	-8.8	-3.7	-1.5	-1.7	-4.6
CCOC(=O)c1cnn(-c2ccccc2)c1NC(=O)c1cccs1
 : 5.9	0.7	-0.6	2.6	20.4	-2.7	-0.4	3.3	-4.2	-7.6
O=C(O)CCCn1nc(-c2ccccc2)c2ccccc21
 : -1.9	0.6	0.5	-2.1	9.3	7.0	0.1	-7.3	2.4	·
O=C(COC(=O)c1sc2ccccc2c1Cl)NCC1CCCCC1
 : 2.1	-2.9	0.0	3.0	4.9	4.6	-0.5	0.8	-4.3	-3.0
COC(=O)C1=C(C)N(CC2CCCO2)C(=O)/C1=C\c1ccc(O)cc1 (stereo unspecified)
 : -4.4	4.6	-0.2	-4.0	5.2	-4.6	-0.2	-8.5	0.5	·
CCCCN1CC(O)=C(c2nc(-c3ccc(Cl)cc3)cs2)C1=N
 : -1.5	5.9	-0.1	-0.5	-58.3	-4.8	22.9	-3.5	-0.7	-3.2
COC(=O)C1=C(C)NC(=O)/C1=C\c1cc(C)n(-c2cccc(C)c2)c1C
 : -0.6	7.8	0.8	-2.8	-5.1	-10.1	0.4	1.7	6.8	-1.9
Cc1ccc(CNC(=O)CN(C)S(=O)(=O)c2cccc3cccnc23)cc1
 : -1.7	0.0	-1.4	-3.3	8.0	-1.3	-0.2	-6.8	-0.5	·
COC(=O)C1=CN(c2ccc(Cl)cc2)C=C(C(=O)OC)C1c1ccc([N+](=O)[O-])cc1
 : -3.1	-4.3	0.0	4.9	-9.9	-8.5	0.6	-3.2	-6.1	-2.1
Cc1occc1-c1nnc(SCC(=O)Nc2c(F)cccc2F)n1C
 : -1.2	-7.3	1.1	-0.4	21.9	-5.8	-2.9	1.4	-1.7	1.7
COCCn1c(C)cc(/C=C(\C#N)C(=O)OCC(=O)Nc2ccc(S(N)(=O)=O)cc2)c1C
 : -4.0	-10.2	0.1	-2.3	3.2	0.6	-2.3	5.0	2.7	-14.6
C[C@@H](Nc1nc(-c2ccccc2)nc2c1oc1ccccc12)C(=O)O
 : 2.4	11.2	-0.5	2.6	28.9	-15.2	1.5	4.1	3.8	1.9
O=C(CSc1nc2ccccc2c(=O)n1-c1ccc(F)cc1)Nc1ccc2c(c1)CCC2
 : 1.4	-0.2	-0.9	7.8	-19.7	-28.7	-2.7	-13.9	-7.2	-2.8
CC(C)(C)CC(C)(C)c1ccc(OCC(=O)N/N=C/c2ccc(S(=O)(=O)O)o2)cc1
 : 3.8	-13.0	0.7	5.1	20.5	-0.1	-0.2	-6.9	0.9	·
Cc1cc(CNC(=O)c2cccc(OC3CCN(S(=O)(=O)N(C)C)CC3)c2)on1
 : -2.8	5.3	-1.0	2.5	8.4	-2.8	-1.7	4.0	1.2	-1.0
COc1ccc(-c2cc3ncc(-c4ccccc4)c(N)n3n2)cc1
 : -3.0	-9.5	0.7	18.1	-5.3	-3.7	-0.8	-9.2	-4.0	·
S=C(NC1CCCC1)N1CCN(c2ccc(Cl)cc2)CC1
 : -2.4	6.1	3.2	-1.6	-11.4	-14.6	-1.3	0.7	-5.3	-0.8
CCOC(=O)Nc1cccc(Cl)c1C
 : -3.3	0.0	-0.7	4.2	-14.4	5.5	-1.3	3.0	-0.6	-0.3
Cc1ccc(C(=O)c2c(NC(=O)c3ccccc3)sc(C)c2C)cc1
 : 2.2	-12.2	0.0	-0.1	-49.7	-8.1	-0.7	-8.4	-21.1	-5.0
CCOc1cc(/C=N/NC(=O)c2cccc(S(=O)(=O)N3CCOCC3)c2)ccc1OCC(=O)N(C)C
 : -2.7	2.5	1.2	-5.9	-23.7	-4.5	-1.7	6.3	2.1	·
O=C1CC(C(=O)NCc2ccccc2)C2(CCCC2)O1 (stereo unspecified)
 : 2.6	-14.5	1.3	-2.8	45.9	-1.3	-2.0	6.1	0.0	-0.2
CCOc1ccc(Oc2nc(NCC(C)C)nc(OC)n2)nn1
 : 4.0	-2.9	2.0	3.0	·	-11.8	-1.2	-6.7	-1.9	·
O=C(Nc1ccnn1C1CCN(Cc2ccccc2)CC1)c1ccccc1Cl
 : -2.5	5.5	-0.9	0.5	·	-1.4	-2.4	5.1	-0.9	-2.3
Cc1ccc(CNn2cnnc2SCc2ccc(F)cc2)cc1
 : -3.9	8.5	0.4	2.0	-2.8	-4.9	-0.9	2.2	-2.1	·
O=C(OCC1OC(Oc2ccc(O)cc2)C(O)C(O)C1O)c1ccccc1 (stereo unspecified)
 : 2.5	5.4	0.5	5.2	1.4	0.5	0.2	-0.2	-1.4	1.6
O=C1c2ccccc2C(=O)N1CCCCc1cn(C[C@H]2CC[C@@H]([C@@H]3CC[C@H](Cn4cc(CCCCN5C(=O)c6ccccc6C5=O)nn4)O3)O2)nn1
 : -2.4	2.4	-0.2	4.4	2.9	-2.6	-0.8	-8.3	-1.2	3.4
Oc1ccccc1/C=N/Nc1ccccc1
 : -3.3	0.8	-0.7	11.3	-13.0	-0.2	-2.2	-1.1	0.5	-1.8
O=C(NN=C1CCCCCC1)c1cn(-c2ccccc2)nc1-c1ccccc1
 : -0.4	-0.3	1.0	3.8	-14.1	-0.9	0.6	-5.0	-2.7	-5.6
CC(=O)N1CCCc2cc(S(=O)(=O)N3CCCC3)ccc21
 : 1.3	9.5	0.8	-2.8	6.3	5.7	-1.5	-8.0	-1.0	7.8
NS(=O)(=O)c1ccc(NC(=S)NC2CC2)cc1
 : 1.3	·	-2.3	-2.5	-1.9	-2.7	0.6	-3.4	0.1	-0.5
C=CCn1c(SCC(=O)Nc2cccc3ccccc23)nc(O)c(CC)c1=O
 : 1.7	-0.1	-1.8	-9.7	17.2	-4.7	-4.4	3.1	4.0	-4.3
Cn1c(/C=C/c2ccc(Br)cc2)nc2ccccc2c1=O
 : -0.5	-0.9	-0.4	-1.4	1.7	-12.5	0.5	1.3	-2.8	-2.5
CCN(CC(=O)NCCc1ccc(S(N)(=O)=O)cc1)Cc1ccccc1
 : -4.5	14.7	-1.5	-1.9	13.8	1.3	-1.5	-7.7	-2.7	-4.4
Cc1cc(NC(=O)CCn2c(=O)sc3ccccc32)no1
 : -2.0	-9.7	1.5	5.1	20.6	-7.7	-3.0	-0.7	-2.4	-0.8
Cc1noc(C)c1NC(=O)Nc1cccc2c1O[C@H](CN(C)C(=O)NC(C)C)[C@@H](C)CN([C@H](C)CO)C2=O
 : -0.6	-1.1	1.1	12.5	-1.8	-6.3	-0.7	-5.3	-0.1	1.2
O=C(Cn1ncc(Cl)c(Cl)c1=O)N1CCN(Cc2ccccc2)CC1
 : 3.1	2.7	0.4	-3.3	25.1	-3.0	-0.1	-2.3	-1.3	·
O=C1CC(N(O)c2ccccc2)C(=O)N1Cc1ccccc1 (stereo unspecified)
 : -3.1	0.0	1.6	-1.4	?	2.1	-0.2	-2.7	0.2	-0.2
O=C(CCc1nc2ccccc2c(=O)[nH]1)N1CCN(S(=O)(=O)c2cc(Cl)ccc2Cl)CC1
 : -3.6	-1.6	-0.2	-3.2	3.0	-1.4	0.5	-2.0	1.8	·
CC1=C(C#N)C(Nc2cc(C)ccn2)(C(F)(F)F)C(=O)N1 (stereo unspecified)
 : -6.3	-8.1	-2.1	4.8	16.6	-1.9	-0.1	0.4	-1.4	-0.5
Cc1cccc(N(CC(=O)NC2CCCCC2)C(=O)CCCC(=O)Nc2ccccn2)c1C
 : -5.1	8.4	-0.9	-3.2	·	2.5	-1.8	2.0	1.4	·
COc1cc(C(=O)NCC(=O)NC(C)CCc2ccccc2)cc(OC)c1OC (stereo unspecified)
 : -2.2	-0.8	0.4	-4.5	10.0	-0.4	0.1	2.9	0.1	-0.6
O=C1c2ccccc2C(=O)N1Cc1nc2ccccc2c(=O)n1CCCN1CCOCC1
 : -8.5	5.0	-2.1	-2.4	23.7	-1.5	1.2	1.7	-1.0	0.9
O=C(Nc1ccc(-c2cn3c(n2)SCC3)cc1)c1ccc2ccccc2n1
 : -4.9	-4.4	-1.5	-7.4	-55.2	-2.2	-0.1	0.1	-0.5	0.3
COc1cc(CNn2cn[nH]c2=S)cc(Cl)c1OCc1ccccc1
 : 0.6	8.0	0.3	-5.7	-6.0	-4.3	0.1	0.1	2.3	-3.1
CC1CC(C)CN(C(=O)c2ccc(S(=O)(=O)N3CCCC3)cc2)C1 (stereo unspecified)
 : -2.0	2.8	-1.9	-1.7	-22.9	2.4	-1.3	-3.2	1.0	-0.3
Fc1ccc(Sc2ccccc2CNC2=NCCN2)cc1
 : -5.3	1.1	-1.6	1.4	1.5	-18.1	-2.9	-0.7	0.7	-1.1
Cc1c(C)n2c(SCC(=O)N3CCCCC3)nnc2[nH]c1=O
 : -4.7	-5.2	-0.4	-9.0	20.0	-6.0	0.0	2.1	1.4	·
Cc1csc(NC(=O)C2CCN(S(=O)(=O)c3ccccc3)CC2)n1
 : 5.1	4.2	-0.8	-8.2	6.3	-6.4	-1.9	-2.0	0.5	3.1
CCC(=O)OCC(=O)Nc1ccc(OC)cc1[N+](=O)[O-]
 : -3.3	6.3	0.2	-5.4	5.5	-3.5	0.3	-3.5	1.6	0.4
O=[N+]([O-])c1ccccc1N/N=C1\CCc2ccccc21
 : 1.5	-11.6	0.3	-1.5	3.5	-1.6	0.2	-3.7	3.6	4.1
CC(=O)c1ccccc1NC(=O)COC(=O)/C=C/c1ccc(OC(F)F)cc1
 : 3.8	-17.1	0.5	0.1	7.2	0.9	-2.2	-9.5	-5.0	-1.2
O=C(NCCCn1ccnc1)c1cc(-c2cccnc2)nc2ccc(Br)cc12
 : 3.4	-8.1	0.4	10.3	11.4	-2.3	-0.9	4.2	-2.0	-0.2
Cn1c(=NC(=O)CN2C(=O)C3CC=CCC3C2=O)sc2ccccc21 (stereo unspecified)
 : -4.8&-2.2	-2.7&-0.4	-0.6&2.0	-2.8&10.6	-9.2	-7.6&-5.6	-1.2&-1.2	-3.4&-9.9	-0.2&-2.1	-2.8

# Compounds were not picked by outcome; overall some 1.6% were active at least once.
